# Pol III holo inh – blocks replication by bacterial DNA polymerase III holoenzyme. reconstituted DNA polymerase III holoenzyme replication, biochemical. Potency, µM (highest dose often 57.1 µM), inactives show at the top dose activity change, negative = inhibition. 71,000 compounds, 0.25% hits; note: potency is the fitted concentration of half-maximal effect; % is set by controls: 0 for no effect and ±100 for the full control effect
#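 Reconstituted *E. coli* holoenzyme (0.35 nM Pol III, 1 nM beta, 154 nM SSB, 2 nM primase) was preincubated with compound for 15 min at RT. Synthesis on 1.4 nM ssM13Gori ran 35 min, then was stopped with PicoGreen/EDTA and read as dsDNA fluorescence.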
# Tau fil binding – binders of human tau filaments; P10636; recombinant tau filaments, thioflavin S fluorescence, 15 h; filaments grown with octadecylsulfate alongside compound; Potency, µM (top dose mostly 57.1 µM), without a hit: at the highest dose activity change, negative = inhibition; 71,000 compounds, 2% hits; AID 596;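 note: potency is the fitted concentration of half-maximal effect; % is set by controls: 0 for no effect and ±100 for the full control effect; actives lower thioflavin S fluorescence by blocking filaments or displacing dye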
# Target sequence (P10636 whole entry, looked up): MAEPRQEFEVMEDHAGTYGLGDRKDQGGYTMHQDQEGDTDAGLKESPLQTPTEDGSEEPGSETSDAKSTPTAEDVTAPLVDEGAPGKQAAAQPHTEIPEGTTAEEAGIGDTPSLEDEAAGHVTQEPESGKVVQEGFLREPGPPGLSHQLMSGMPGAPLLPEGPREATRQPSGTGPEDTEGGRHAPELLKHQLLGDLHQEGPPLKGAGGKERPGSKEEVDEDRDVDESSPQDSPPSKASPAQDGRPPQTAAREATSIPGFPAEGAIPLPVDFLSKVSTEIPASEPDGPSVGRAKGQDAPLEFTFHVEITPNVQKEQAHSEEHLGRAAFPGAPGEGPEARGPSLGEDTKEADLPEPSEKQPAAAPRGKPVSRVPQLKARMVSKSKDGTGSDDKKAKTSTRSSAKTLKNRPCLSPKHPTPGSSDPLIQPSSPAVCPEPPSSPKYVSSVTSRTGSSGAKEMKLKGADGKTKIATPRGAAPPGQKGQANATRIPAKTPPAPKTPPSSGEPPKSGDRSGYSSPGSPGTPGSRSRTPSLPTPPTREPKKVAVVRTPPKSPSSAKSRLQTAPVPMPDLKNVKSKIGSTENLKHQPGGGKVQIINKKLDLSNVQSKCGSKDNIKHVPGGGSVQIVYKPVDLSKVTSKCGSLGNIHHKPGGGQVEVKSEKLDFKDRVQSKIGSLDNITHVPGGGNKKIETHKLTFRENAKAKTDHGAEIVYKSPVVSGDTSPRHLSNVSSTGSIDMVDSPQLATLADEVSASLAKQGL
#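 Recombinant tau protein (human, 1 uM final) plus 30 uM ODS in HEPES pH 7.4 with NaCl, DTT and thioflavine S. Compound present from the start; fluorescence at 510 nm after 15 h, 37 C.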
# 15-hLO inh – blocks human 15-lipoxygenase activity; P16050; purified 15hLO-1, xylenol orange hydroperoxide absorbance; Potency, µM (doses to about 57.1 µM), without a hit: at the highest dose activity change, negative = inhibition, most hits filed as inhibitors; 74,000 compounds, 1.4% hits; note: potency is the fitted concentration of half-maximal effect; % is set by controls: 0 for no effect and ±100 for the full control effect; nearly all actives have a fitted effect of over 55% in size
#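 Hydroperoxide formed from arachidonic acid (50 uM) by purified human 15hLO-1 (40 nM) oxidizes ferrous iron, and the ferric-xylenol orange complex is read at 573 versus 405 nm. Compounds were preincubated 15 min; reaction ran 6 min at room temperature.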
# FLuc inh – blocks Photinus pyralis firefly luciferase activity | P08659 | purified firefly luciferase, luminescence, 8 min | Potency, µM (doses to about 57.1 µM), for the others: top-dose activity change, negative = inhibition, usual class: inhibitors | 72,000 compounds, 2.2% hits | AID 411; note: potency is the fitted concentration of half-maximal effect; % is set by controls: 0 for no effect and ±100 for the full control effect; nearly all actives have a fitted effect of over 40% in size
#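 Compounds were tested as concentration series (qHTS) against purified P. pyralis luciferase with luciferin and 10 uM ATP in 50 mM imidazole pH 7.2, 50 mM KCl, 7 mM MgCl2, 0.01% Tween 20, 0.05% BSA. Luminescence was read after 8 min at ambient temperature.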
# TexasRed autofl – compound fluoresces in the Texas Red spectral region; max dye-equivalent concentration, M; Compound fluorescence, Texas Red channel, 547/618 nm; active compounds read high; 59,000 compounds, 0.06% hits; in the data active = max dye-equivalent concentration above about 10 nM; inconclusive = between about 1.1 nM and that limit
#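 Dye-equivalent concentrations come from scaling compound signal (ex 547, em 618 nm) to six Texas Red standard concentrations run on every plate, after 15 min room-temperature incubation in pH 8.0 Tris (100 mM).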
# CRE Fsk mod – CRE-bla signaling modulation under forskolin stimulation; AID 662; 71,000 compounds, 2.5% hits; CHO CRE-bla reporter (cAMP response element driving beta-lactamase), forskolin EC10, beta-lactamase ratio; Potency, µM (doses to about 38.2 µM), without a hit: at the highest dose activity change, negative = inhibition, hits mostly activators; active = well fitted activation curve with a large enough effect in the signal ratio, with a control signal flat, not every such curve was filed as active; inconclusive = small, poorly fitted or top-dose-only effect, or effect the other way, or a change in a side signal; the % refers to the signal ratio; note: potency is the fitted concentration of half-maximal effect; % of control where 0% means no effect
#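 Forskolin analogue NKH 477 at EC10 stimulated CRE-driven beta-lactamase in CHO cells alongside compound dilution series. Beta-lactamase was measured with CCF4, excitation 405 nm, emission ratio 460/530 nm.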
# HADH2 inh – HADH2 (human) dehydrogenase inhibition | 73,000 compounds, 3.4% hits | recombinant HADH2, NADH fluorescence, beta-hydroxybutyryl-CoA | Q99714 | Potency, µM (highest dose often 57.1 µM), for inactives: at the top dose activity change, negative = inhibition, actives largely listed as inhibitors | AID 886; note: potency is the fitted concentration of half-maximal effect; % is set by controls: 0 for no effect and ±100 for the full control effect; nearly all actives have a fitted effect of over 60% in size; many of its hits are not listed in these tables
# Target sequence (Q99714 whole entry, looked up, one chain of several): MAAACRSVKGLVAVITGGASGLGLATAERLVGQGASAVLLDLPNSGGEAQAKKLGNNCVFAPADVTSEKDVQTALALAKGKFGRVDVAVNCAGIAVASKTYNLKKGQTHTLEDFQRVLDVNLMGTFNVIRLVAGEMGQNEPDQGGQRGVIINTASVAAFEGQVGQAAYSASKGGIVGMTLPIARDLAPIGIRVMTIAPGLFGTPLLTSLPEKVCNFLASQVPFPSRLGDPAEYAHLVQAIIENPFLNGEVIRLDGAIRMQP
#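 Read-out: 360 nm excitation, 450 nm emission, kinetic over 4 min. Conditions: His-tagged human HADH2 20 nM, pH 9.0 Tris with Tween-20, 1 mM NAD+, 90 uM beta-hydroxybutyryl-CoA.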
# Hsp90 Hop PPI – changes Hsp90-Hop TPR2A binding signal, up or down | AID 595 | AlphaScreen TPR2A-His6 binding biotin-Hsp90 C-terminal peptide | Potency, µM (series often up to 57 µM), inactives show at the highest dose activity change, negative = inhibition | 71,000 compounds, 0.44% hits; active = well fitted curve in either direction with a large enough effect; inconclusive = small, poorly fitted or top-dose-only effect, or another doubt; note: potency is the fitted concentration of half-maximal effect; % is set by controls: 0 for no effect and ±100 for the full control effect; many of its hits are not listed in these tables
# ERK AVP inh – blocks ERK signaling stimulated by vasopressin. HEK293-V1b, vasopressin-stimulated pERK AlphaScreen. AID 995. Potency, µM (doses to about 57.5 µM), without a hit: at the top dose activity, negative = inhibition, hits mostly inhibitors. 72,000 compounds, 0.99% hits; note: potency is the fitted concentration of half-maximal effect; % is set by controls: 0 for no effect and ±100 for the full control effect; nearly all actives have a fitted effect of over 55% in size
#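 Phosphorylated ERK1/2 detected via AlphaScreen bead proximity in lysates of V1b-expressing HEK293 cells given 25 nM vasopressin for 5 min after 30 min compound exposure (37 °C). AC50 from Hill equation; basal DMSO 0%, vasopressin 100%.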
# Rhodamine autofl – rhodamine region autofluorescence | Rhodamine-region fluorescence, 547/598 nm, Tris buffer; active compounds read high | 59,000 compounds, 0.05% hits | max dye-equivalent concentration, M | AID 594; in the data active = max dye-equivalent concentration above about 11 nM; inconclusive = between about 1.1 nM and that limit
#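 qHTS spectral profiling of compounds without any target or enzyme present, in pH 8.0 Tris buffer; plates were read after a 15-minute room-temperature incubation using the rhodamine-region filter set.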
# HBB splicing – modulators of hemoglobin beta chain splicing. HBB splicing reporter cell assay, activation; EGFP reporter with mutant IVS2-654 intron; response scale: normalised to 500 nM splice-correcting PNA. Potency, µM (titrated, usually from 46.1 µM), without a hit: top-dose activation, hits mostly activators. 65,000 compounds, 0.06% hits; note: potency is the fitted concentration of half-maximal effect; 0% is about no effect
#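 HeLa cells stably expressing EGFP interrupted by mutant beta-globin intron 2 (IVS2-654), 500/well in 2% FCS. Treated with compound for 2 days at 37C. Splicing correction scored as total well GFP intensity (488 nm excitation, 500-520 nm emission); 500 nM antisense PNA served as control.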
# Numbers without * were called inactive; i = inactive; ? = inconclusive; nt = not tested or not shown; [ ] = remark or other dose. Unless noted, calls come from the whole dose curve; as a rule, active = well fitted curve in the direction sought with a large enough effect; inconclusive = small, poorly fitted or top-dose-only effect, or another doubt; inactive = no such curve, though single readings can be large; an effect the other way counts as inactive or inconclusive. This is a subset (hit frequency here may not be typical).
1	O=C(c1ccco1)N1C2C=CC(C2)C1(C(F)(F)F)C(F)(F)F (stereo not given)
2	CCOC(=O)C1CCCN(C(=O)CCn2nc(-c3ccccc3)ccc2=O)C1 (stereo not given)
3	CC12C(=O)N(n3cnnc3)C(=O)C1C1C=CC2C1 (stereo not given)
4	O=C(O)Cc1cccnc1
5	COc1ccc(C2C(C(=O)N3CCN(c4ccc(OC)cc4)CC3)c3ccccc3C(=O)N2C)cc1 (stereo not given)
6	Cc1cc2oc(C(=O)Nc3c(C)n(C)n(-c4ccccc4)c3=O)c(C)c2cc1C
7	Cc1cc(C)c(C#N)c(SCC(=O)c2cccs2)n1
8	NS(=O)(=O)c1ccc(N=C2C(=O)Nc3ccccc32)cc1
compound no.,1,2,3,4,5,6,7,8
Hsp90 Hop PPI,1%,-8%,-1%,1%[11 µM],-13%,-8%,21%,1%[11 µM]
15-hLO inh,5%,-4%,18%,15%[11.4 µM],-2%,4%,-8%,-11%[11.4 µM]
FLuc inh,2%,0%,-2%,3%[11.4 µM],-1%,1%,-9%,3%[11.4 µM]
TexasRed autofl,i,?,i,i,i,i,nt,i
Rhodamine autofl,i,i,i,i,i,i,nt,i
CRE Fsk mod,-1%,10%,1%,-6%[7.6 µM],?,-3%,?,0%[7.6 µM]
Pol III holo inh,-16%,-4%,-2%,-6%[11.4 µM],-5%,-6%,-13%,-5%[11.4 µM]
Tau fil binding,-4%,-1%,3%,3%[11.4 µM],-5%,-1%,2.5µM*,-8%[11.4 µM]
HBB splicing,-1.0%,-7.4%[0.369 µM],-1.5%,4.7%[9.22 µM],-0.6%,0.4%,12%,-0.8%[9.22 µM]
HADH2 inh,4%,0%,-15%,0%[11.4 µM],-4%,11%,8%,20%[11.4 µM]
ERK AVP inh,3%,2%,-11%,-10%[11.5 µM],13%,?,22%,4%[11.5 µM]

# Given tab-delimited: 7 of the compounds above.
no.	SMILES	Hsp90 Hop PPI	15-hLO inh	FLuc inh	TexasRed autofl	Rhodamine autofl	CRE Fsk mod	Pol III holo inh	Tau fil binding	HBB splicing	HADH2 inh	ERK AVP inh
1	O=C(c1ccco1)N1C2C=CC(C2)C1(C(F)(F)F)C(F)(F)F (stereo not given)	1%	5%	2%	i	i	-1%	-16%	-4%	-1.0%	4%	3%
2	CCOC(=O)C1CCCN(C(=O)CCn2nc(-c3ccccc3)ccc2=O)C1 (stereo not given)	-8%	-4%	0%	?	i	10%	-4%	-1%	-7.4%[0.369 µM]	0%	2%
3	CC12C(=O)N(n3cnnc3)C(=O)C1C1C=CC2C1 (stereo not given)	-1%	18%	-2%	i	i	1%	-2%	3%	-1.5%	-15%	-11%
4	O=C(O)Cc1cccnc1	1%[11 µM]	15%[11.4 µM]	3%[11.4 µM]	i	i	-6%[7.6 µM]	-6%[11.4 µM]	3%[11.4 µM]	4.7%[9.22 µM]	0%[11.4 µM]	-10%[11.5 µM]
5	COc1ccc(C2C(C(=O)N3CCN(c4ccc(OC)cc4)CC3)c3ccccc3C(=O)N2C)cc1 (stereo not given)	-13%	-2%	-1%	i	i	?	-5%	-5%	-0.6%	-4%	13%
6	Cc1cc2oc(C(=O)Nc3c(C)n(C)n(-c4ccccc4)c3=O)c(C)c2cc1C	-8%	4%	1%	i	i	-3%	-6%	-1%	0.4%	11%	?
7	Cc1cc(C)c(C#N)c(SCC(=O)c2cccs2)n1	21%	-8%	-9%	nt	nt	?	-13%	2.5µM*	12%	8%	22%

# Continuation.
9	CC(=O)c1c(C)nn(C(C)CC(=O)O)c1C (stereo not given)
10	COc1cc(NS(=O)(=O)c2cc(C)ccc2OC)c(OC)cc1Cl
11	O=C(O)CCCC(=O)NCCCc1ccccc1
12	COc1ccc(S(=O)(=O)Nc2ccccc2OC)cc1C
13	CC(C)CC1(C)NC(=O)NC1=O (stereo not given)
14	Cc1occc1C(=O)Nc1ccc(S(=O)(=O)N2CCN(C)CC2)cc1
15	CCOC(=O)c1cnn(-c2cc(C)nc3c(-c4ccccc4)cnn23)c1N
16	CC[C@@H](Nc1ncnc2nc[nH]c12)C(=O)O
compound no.,9,10,11,12,13,14,15,16
Hsp90 Hop PPI,-6%,-5%,-6%[11 µM],2%,-2%,-6%,-3%,1%[11 µM]
15-hLO inh,8%,-12%,2%[11.4 µM],0%,1%,-3%,-2%,-2%[11.4 µM]
FLuc inh,-2%,1%,2%,0%,-31%,2%,3%,2%[11.4 µM]
TexasRed autofl,?,?,nt,i,i,i,?,i
Rhodamine autofl,i,i,nt,i,i,i,i,i
CRE Fsk mod,-3%,?,9%[7.6 µM],6%,0%,-5%,?,-1%[7.6 µM]
Pol III holo inh,2%,1%,-2%[11.4 µM],-3%,-7%,0%,-14%,-2%[11.4 µM]
Tau fil binding,-2%,10%,4%[11.4 µM],-10%,4%,-10%,-1%,6%[11.4 µM]
HBB splicing,-0.2%,1.7%,-0.1%[0.0738 µM],0.0%,0.4%,2.8%,-1.2%,4.4%[9.22 µM]
HADH2 inh,9%,0%,7%[11.4 µM],1%,5%,-1%,-8%,11%[11.4 µM]
ERK AVP inh,-8%,?,-13%,3%,0%,-9%,11%,10%[11.5 µM]

17	Cc1onc(-c2ccccc2Cl)c1C(=O)NCCCN1CCOCC1
18	CCc1cccc2nc3c(c([Si](CC)(CC)CC)c12)Cn1c-3cccc1=O
19	Cc1cc(C)c2nc(N3CCCN(C(=O)c4ccco4)CC3)c(C#N)cc2c1
20	COc1ccc(Cl)cc1C(=O)Nn1c(C)nc2ccccc2c1=O
21	COc1ccc(S(=O)(=O)Cc2ccc(C(=O)NCc3ccccn3)o2)cc1
22	OCCc1ccc(-c2ccc(Cl)cc2)o1
23	COc1cccc(C(C(=O)NC(C)(C)C)N(C(=O)CCC(=O)Nc2cc(C)on2)C(C)C)c1OC (stereo not given)
24	Cc1ccc(C2CC(=O)c3cnc(N4CC(C)CC(C)C4)nc3C2)cc1 (stereo not given)
compound no.,17,18,19,20,21,22,23,24
Hsp90 Hop PPI,1%,25µM*,1%,-1%,-3%[2.3 µM],-2%,-2%,0%
15-hLO inh,9%,nt,?,-1%,1%,-1%,3%,11%
FLuc inh,-1%,nt,-2%,3%,3%,0%,4%,3%
TexasRed autofl,i,nt,i,i,nt,i,i,i
Rhodamine autofl,i,nt,i,i,nt,i,i,i
CRE Fsk mod,-13%,10µM*,?,-4%,8%,-3%,-4%,-11%
Pol III holo inh,-4%,1%,-9%,3%,-1%,-8%,1%,-3%
Tau fil binding,3%,20µM*,97%,0%,-15%,-11%,0%,-15%
HBB splicing,1.2%,2.9%,0.3%,0.5%,-0.6%,0.5%,3.5%,2.2%
HADH2 inh,3%,?,-23%,10%,-1%,5%,-2%,-4%
ERK AVP inh,-5%,-11%,26%,11%,4%,-10%,-6%,-10%

25	Cc1ccc(S(=O)(=O)Nc2ccccc2F)cc1C(=O)NCCCN1CCCC1=O
26	COC(=O)C(C(=O)N1CCN(C)CC1)C1CCCCCC1 (stereo not given)
27	CC[C@H]1CC[C@H]2[C@@H]3CC=C4C[C@H](OC(C)=O)[C@@H](N)C[C@@]4(C)[C@H]3CC[C@@]12C
28	CN1CCN(c2ncc3nc(-c4cccs4)c(=O)n(Cc4ccc(F)cc4)c3n2)CC1
29	CCCc1cc(C(=O)NCCc2ccccc2)no1
30	COc1ccc(NC(=O)Cn2cccc2)cc1Cl
compound no.,25,26,27,28,29,30
Hsp90 Hop PPI,-1%,-6%,-2%[11 µM],1%,6%,-5%
15-hLO inh,8%,-14%,17%[11.4 µM],-4%,1%,-15%
FLuc inh,-15%,2%,2%[11.4 µM],-1%[11.4 µM],-13%,-4%
TexasRed autofl,i,i,i,?,nt,i
Rhodamine autofl,i,i,i,i,nt,i
CRE Fsk mod,-5%,1%,0%[7.6 µM],?,-9%,-3%
Pol III holo inh,-6%,-10%,3%[11.4 µM],1%,-2%,2%
Tau fil binding,12%,-6%,11%[11.4 µM],i,-14%,4%
HBB splicing,-0.2%[57.5 µM],-2.8%,0.9%[9.22 µM],?,0.0%,-1.4%
HADH2 inh,8%,-9%,2%[11.4 µM],30%[activator],-2%,-4%
ERK AVP inh,-3%,-14%,-15%[11.5 µM],20%,19%,5%

# Screens: PubChem, National Center for Advancing Translational Sciences (NCATS)
